Mtb UGM inh: M. tuberculosis UGM enzyme inhibitors, primary screen, biochemical, fluorescence polarization, single point; inhibition, % at 10 µM; AID 504406, 2011; hit rate 0.06% among 320,000; purified UGM, fluorescence polarization probe displacement; in the data active = inhibition above about 10%, passing the limit was not always enough
Target sequence (P9WIQ1 whole entry, looked up): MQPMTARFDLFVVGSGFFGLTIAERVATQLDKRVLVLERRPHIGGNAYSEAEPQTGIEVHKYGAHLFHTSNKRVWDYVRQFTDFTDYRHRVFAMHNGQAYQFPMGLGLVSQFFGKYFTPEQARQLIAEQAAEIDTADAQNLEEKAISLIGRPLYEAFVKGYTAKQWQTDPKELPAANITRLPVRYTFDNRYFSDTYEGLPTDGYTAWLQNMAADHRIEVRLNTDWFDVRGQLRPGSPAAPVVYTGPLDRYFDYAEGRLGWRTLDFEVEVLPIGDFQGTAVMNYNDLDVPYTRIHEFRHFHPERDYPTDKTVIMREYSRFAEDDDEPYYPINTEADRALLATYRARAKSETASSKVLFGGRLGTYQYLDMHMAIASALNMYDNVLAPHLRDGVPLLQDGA
TcdB GH inh: TcdB glycohydrolase inhibitors, primary screen, biochemical, single point, plate reader. inhibition, % at 9.99 µM. TcdB glycohydrolase enzymatic assay. hit rate 0.24% among 350,000. Toxin B (Clostridioides difficile), P18177. AID 652162, 2013; in the data active = inhibition above about 10%
Mtb BioA inh: M. tuberculosis BioA enzyme inhibitors, primary screen, biochemical, plate reader, single point, HTS; purified M. tuberculosis BioA enzyme; inhibition, % at 9.99 µM; hit rate 0.096% among 360,000; AID 602481, 2012; in the data active = inhibition above about 40%
GDH-TPI counter: GDH-TPI coupling enzyme inhibitors, primary screen, artefact control for M. tuberculosis FBA inhibitor project, biochemical, absorbance, full deck. GDH-TPI coupled enzyme counterscreen, NADH absorbance. inhibition, % at 4.8 µM. hit rate 1.2% among 360,000. AID 588335, 2011; in the data active = inhibition above about 30%;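 also: 0% = DMSO wells and 100% = wells lacking the enzyme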
FadD28 binding: inhibitors of FadD28 bisubstrate probe binding, primary screen, biochemical, fluorescence polarization, single point. hit rate 0.22% among 360,000. inhibition, % at 12.5 µM. Mycobacterium tuberculosis FadD28 fatty-acid-AMP ligase. AID 588549, 2011; in the data active = inhibition above about 8.5%, passing the limit was not always enough
Vc quorum ag: inducers of Vibrio cholerae quorum light production without autoinducers, primary screen, BH1578 luxS cqsA deficient, single point; V. cholerae BH1578 lux reporter, luminescence, 6 h; activation, % at 18.7 µM; hit rate 0.16% among 350,000; in the data active = activation mostly above about 9.7%, no sharp cut-off; also: not every result past the cut was called active; inactives centre near 0; reference of the scale not given here
Y pestis TopoI: Yersinia pestis topoisomerase I inhibitors, primary screen, biochemical, cleavage product accumulation, plate reader, single point; hit rate 0.064% among 360,000; DNA topoisomerase I (Yersinia pestis CO92); Y. pestis Topo-I cleavage product accumulation; activity, % at 10 µM; AID 504884, 2011; in the data active = activity above about 50%, passing the limit was not always enough; also: inactives centre near 2
PfHsp40 yeast: rescue of yeast from PfHsp40 toxicity, primary screen, S. cerevisiae, ATP luminescence; S. cerevisiae expressing PfHsp40, growth rescue; growth rescue, % at 12.5 µM; hit rate 0.68% among 340,000; AID 504582, 2011; in the data active = growth rescue above about 28%, passing the limit was not always enough;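 also: yeast W303a lacking pdr1 and pdr3 grown in galactose medium; growth measured after three days at 30 °C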
FBA Mtb inh: Mtb FBA enzyme inhibitors, primary screen, biochemical, fluorescence, strain H37Rv; Fructose-bisphosphate aldolase (Mycobacterium tuberculosis (strain ATCC 25618 / H37Rv)), …; purified M. tuberculosis FBA, fluorescence read-out; inhibition, % at 1 µM; hit rate 2.3% among 360,000; AID 588726, 2011; in the data active = inhibition above about 27%;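 also: 0% = vehicle and 100% = reference inhibitor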
Target sequence (P9WQA3 whole entry, looked up): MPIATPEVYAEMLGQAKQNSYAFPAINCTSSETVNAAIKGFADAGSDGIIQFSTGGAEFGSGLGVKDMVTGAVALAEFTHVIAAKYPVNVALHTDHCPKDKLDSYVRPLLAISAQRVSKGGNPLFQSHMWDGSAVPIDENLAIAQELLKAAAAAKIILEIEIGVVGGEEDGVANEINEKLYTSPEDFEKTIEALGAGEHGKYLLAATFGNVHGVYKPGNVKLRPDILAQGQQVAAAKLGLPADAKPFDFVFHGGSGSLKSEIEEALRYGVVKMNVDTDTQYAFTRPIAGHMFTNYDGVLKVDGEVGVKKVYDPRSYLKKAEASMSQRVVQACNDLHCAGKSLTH
* = called active by the depositor. No enrichment for hits; overall some 4.6% were active at least once.

`COC(=O)CC1=NN(c2nc(C)cc(C)n2)C(=O)C1` gave Mtb UGM inh -0.6, TcdB GH inh -0.3, Mtb BioA inh -0.2, GDH-TPI counter -4.4, FadD28 binding -2.2, Vc quorum ag -1.1, Y pestis TopoI 0.2, PfHsp40 yeast -1.1 and FBA Mtb inh 2.8.
Screening COc1ccc(OC)c(S(=O)(=O)N(C)CC(=O)Nc2ccc3c(c2)OCCO3)c1 returned Mtb UGM inh -2.1, Mtb BioA inh 1.5, GDH-TPI counter -9.7, FadD28 binding -2.4, Vc quorum ag 5.9, Y pestis TopoI -11.5, PfHsp40 yeast 1.1 and FBA Mtb inh 5.3.
For CCN(CC(=O)Nc1ccccc1OC)C(=O)Cn1cnc2ccccc2c1=O the results were Mtb UGM inh 0.3, Mtb BioA inh -0.5, GDH-TPI counter -5.1, FadD28 binding 0.2, Vc quorum ag 2.5, Y pestis TopoI -1.8, PfHsp40 yeast 0.2 and FBA Mtb inh 5.8.
For C/C(=N/NC(=O)CSc1nc2ccccc2n1C)c1ccc(O)cc1 the results were Mtb UGM inh -0.9, TcdB GH inh 5.0, GDH-TPI counter 5.5, FadD28 binding -5.5, Vc quorum ag inactive, Y pestis TopoI -0.5, PfHsp40 yeast -1.2 and FBA Mtb inh -5.3.
Screening CN(C(=O)c1cccc(NC(=O)Cc2cccc(NC(=O)C3CCCN(C(=O)C4CC4)C3)c2)c1)C1CC1 (configuration not stated) returned TcdB GH inh 0.2, Mtb BioA inh 3.1, GDH-TPI counter 6.6, FadD28 binding -1.1, Vc quorum ag 0.8, Y pestis TopoI 11.9, PfHsp40 yeast -0.4 and FBA Mtb inh -2.4.
Screening CCN(CC)CCOC(=O)c1ccc([N+](=O)[O-])cc1 returned Mtb UGM inh -1.7, TcdB GH inh 1.1, GDH-TPI counter 4.8, FadD28 binding -3.5, Vc quorum ag -0.5, Y pestis TopoI 0.8, PfHsp40 yeast 0.1 and FBA Mtb inh 0.5.
Screening COC(=O)c1ccc(S(=O)(=O)NCc2ccc(S(N)(=O)=O)cc2)n1C returned Mtb UGM inh -1.5, TcdB GH inh -1.1, GDH-TPI counter 7.3, FadD28 binding 0.1, Vc quorum ag -0.5, Y pestis TopoI -6.2, PfHsp40 yeast -0.2 and FBA Mtb inh 2.5.
`CCC(C)[C@H](NC(=O)NC(C)C)C(=O)O` (some centres not stated) gave Mtb UGM inh 1.4, Mtb BioA inh 0.2, GDH-TPI counter 3.0, FadD28 binding -4.1, Vc quorum ag -0.7, Y pestis TopoI 5.3, PfHsp40 yeast 0.3 and FBA Mtb inh 0.1.
Screening COc1ccc(CCNC(=O)COC(=O)/C=C/c2cccs2)cc1OC returned Mtb UGM inh -2.4, TcdB GH inh 0.9, GDH-TPI counter 14.2, FadD28 binding -1.6, Vc quorum ag 3.1, Y pestis TopoI 3.1, PfHsp40 yeast 1.8 and FBA Mtb inh -1.9.
CC(C)(C)c1ccc(C(=O)N2CCN(CCNC(=O)C(=O)NCc3ccccc3)CC2)cc1 was read as Mtb UGM inh 2.8, TcdB GH inh -0.1, Mtb BioA inh -0.5, GDH-TPI counter 3.7, FadD28 binding -2.3, Vc quorum ag inactive, Y pestis TopoI 14.0, PfHsp40 yeast 0.2 and FBA Mtb inh -3.9.
O=C(NCCc1ccc(F)cc1)c1ccc(NS(=O)(=O)c2ccc3[nH]c(=O)[nH]c3c2)cc1 was read as Mtb UGM inh 1.2, TcdB GH inh 1.1, GDH-TPI counter 2.8, FadD28 binding -9.3, Vc quorum ag -2.4, Y pestis TopoI -1.2, PfHsp40 yeast -0.2 and FBA Mtb inh -2.1.
For O=c1ccn([C@@H]2O[C@H](CNCC3=Cc4cc(O)ccc4OC3)[C@@H](O)[C@H]2O)c(=O)[nH]1 the results were TcdB GH inh 3.3, Mtb BioA inh -1.8, GDH-TPI counter -2.8, FadD28 binding 2.0, Vc quorum ag inactive, Y pestis TopoI -4.1, PfHsp40 yeast -0.8 and FBA Mtb inh 4.6.
`Clc1ccc2[nH]cc(-c3nnnn3-c3ccccc3)c2c1` gave Mtb UGM inh -3.9, Mtb BioA inh 2.6, GDH-TPI counter -3.7, FadD28 binding -3.1, Vc quorum ag inactive, Y pestis TopoI -5.8, PfHsp40 yeast -0.2 and FBA Mtb inh 1.1.
Screening Cc1nc2ccc(S(=O)(=O)NC(C(=O)NCc3ccc4c(c3)OCO4)C(C)C)cc2s1 (configuration not stated) returned Mtb UGM inh 1.2, TcdB GH inh 1.8, Mtb BioA inh -0.9, GDH-TPI counter 3.4, FadD28 binding -3.4, Vc quorum ag -0.4, Y pestis TopoI 0.3, PfHsp40 yeast -0.2 and FBA Mtb inh -1.6.
Screening O=C(N1CCOCC1)N1CCC(NC(=O)C23CC4CC(CC(C4)C2)C3)CC1 returned Mtb UGM inh -4.1, Mtb BioA inh -0.6, GDH-TPI counter 6.8, FadD28 binding -2.1, Vc quorum ag inactive, Y pestis TopoI 5.3, PfHsp40 yeast -0.4 and FBA Mtb inh 0.2.
For O=C(CN1CCCCC1)Nc1nc(-c2ccc(Cl)cc2)cs1 the results were Mtb UGM inh 0.6, TcdB GH inh 1.0, Mtb BioA inh 0.1, GDH-TPI counter 5.6, FadD28 binding -0.9, Vc quorum ag -0.4, Y pestis TopoI 1.8, PfHsp40 yeast -1.0 and FBA Mtb inh 1.2.
`COc1ccc(C(CNC(=O)c2cccc3cccnc23)N(C)C)cc1` (configuration not stated) gave Mtb UGM inh 0.0, TcdB GH inh -0.3, Mtb BioA inh 0.5, GDH-TPI counter 5.0, Vc quorum ag -0.5, Y pestis TopoI 4.8, PfHsp40 yeast -0.1 and FBA Mtb inh -2.0.
For Cc1ccc(-n2nnnc2SCC(=O)NCC2CCCO2)cc1C (configuration not stated) the results were TcdB GH inh -0.9, Mtb BioA inh -1.0, GDH-TPI counter -4.2, FadD28 binding -2.8, Vc quorum ag 12.5, Y pestis TopoI 1.3, PfHsp40 yeast 1.2 and FBA Mtb inh 0.6.
Screening Cc1ccc(-c2cccc(NC(=O)C3C(C(=O)O)[C@@H]4C=C[C@H]3C4)c2)o1 (some centres not stated) returned Mtb UGM inh -0.5, GDH-TPI counter -1.9, FadD28 binding -1.0, Vc quorum ag 0.7, Y pestis TopoI -1.7, PfHsp40 yeast -0.3 and FBA Mtb inh 3.3.
Screening CC1CN(Cc2ccccc2)c2nc3c(c(=O)n(CC(N)=O)c(=O)n3C)n2C1 (configuration not stated) returned Mtb UGM inh 1.8, TcdB GH inh 1.2, Mtb BioA inh 8.2, GDH-TPI counter 6.6, FadD28 binding -0.2, Vc quorum ag -0.2, Y pestis TopoI -0.3, PfHsp40 yeast -0.1 and FBA Mtb inh 2.7.
For O=c1cc(CSc2ccccc2)nc(-c2ccncc2)[nH]1 the results were Mtb UGM inh 2.7, TcdB GH inh 0.7, GDH-TPI counter 11.5, FadD28 binding -1.2, Vc quorum ag -0.3, Y pestis TopoI -8.5, PfHsp40 yeast -0.8 and FBA Mtb inh 2.3.
CCOc1ccc(C(=O)N2CCc3ccccc32)cc1OCC was read as Mtb UGM inh 0.6, TcdB GH inh 1.7, Mtb BioA inh -0.1, GDH-TPI counter -11.5, FadD28 binding -4.9, Vc quorum ag -0.9, Y pestis TopoI 2.3, PfHsp40 yeast -0.2 and FBA Mtb inh -0.7.
`CCOc1ccccc1-n1nnnc1SCC(=O)NC(=O)Cc1ccccc1` gave TcdB GH inh 1.5, Mtb BioA inh -1.1, GDH-TPI counter -8.1, FadD28 binding 0.3, Vc quorum ag -0.4, Y pestis TopoI 12.4, PfHsp40 yeast 0.1 and FBA Mtb inh 0.0.
`Cc1ccc(S(=O)(=O)NC(=S)NC2CCCCC2)cc1` gave Mtb UGM inh 0.0, TcdB GH inh 0.3, GDH-TPI counter -5.0, FadD28 binding 0.8, Vc quorum ag inactive, Y pestis TopoI 9.0, PfHsp40 yeast 0.9 and FBA Mtb inh 2.3.
For NC(=O)C1=C(N)c2ccccc2C1c1ccccc1 (configuration not stated) the results were TcdB GH inh -0.4, GDH-TPI counter 17.2, FadD28 binding 0.0, Vc quorum ag inactive, Y pestis TopoI -2.9, PfHsp40 yeast 0.8 and FBA Mtb inh 10.7.
`O=C(O)c1cnc2ccccc2n1` gave Mtb UGM inh -1.9, Mtb BioA inh -5.4, GDH-TPI counter 5.2, FadD28 binding -1.4, Vc quorum ag -3.8, Y pestis TopoI -10.4, PfHsp40 yeast 0.0 and FBA Mtb inh 33.5*.
`C/C(CC(=O)Nc1ccc(Cl)c(Cl)c1)=N\NC(=O)Cc1ccccc1` gave TcdB GH inh 0.0, GDH-TPI counter -8.8, FadD28 binding -17.4, Vc quorum ag -0.7, Y pestis TopoI -1.3, PfHsp40 yeast -0.9 and FBA Mtb inh -1.8.
For Cc1nn(C)cc1S(=O)(=O)N1CCN(Cc2cccc(Cl)c2)CC1 the results were Mtb UGM inh -1.8, TcdB GH inh 0.3, GDH-TPI counter -1.0, FadD28 binding -0.7, Vc quorum ag -0.1, Y pestis TopoI 2.4, PfHsp40 yeast -1.2 and FBA Mtb inh 0.8.
For COc1ccc(/C(N)=N/OC(=O)/C=C/c2ccccc2)cc1 the results were Mtb UGM inh -1.5, TcdB GH inh -0.5, Mtb BioA inh -2.4, GDH-TPI counter 2.9, FadD28 binding -2.9, Vc quorum ag -0.3, Y pestis TopoI 3.6, PfHsp40 yeast -0.6 and FBA Mtb inh 0.7.
N#Cc1cccc(NC(=O)CSc2nnc(-c3n[nH]c4ccccc34)o2)c1 was read as Mtb UGM inh -1.9, TcdB GH inh 0.5, GDH-TPI counter -2.2, FadD28 binding -0.4, Vc quorum ag -0.2, Y pestis TopoI -1.3 and FBA Mtb inh 0.2.
For O=C1OC[C@H]2CCCN2C(=O)[C@@H](CC(=O)N(CCO)Cc2ccccc2)C/C=C\CC[C@@H]1Cc1ccc(F)cc1 the results were Mtb UGM inh -0.7, TcdB GH inh -1.3, Mtb BioA inh 2.8, GDH-TPI counter 3.6, FadD28 binding -3.0, Vc quorum ag -1.2, Y pestis TopoI 4.4, PfHsp40 yeast 0.8 and FBA Mtb inh 5.3.
`CC(C)(C)OC(=O)N1CCC(C(=O)Nc2cccc(C(=O)NC3CC3)c2)CC1` gave TcdB GH inh 0.5, Mtb BioA inh 0.1, GDH-TPI counter -2.8, FadD28 binding -0.1, Vc quorum ag 0.7, Y pestis TopoI -1.4, PfHsp40 yeast 0.6 and FBA Mtb inh 0.5.
For COc1ccccc1N1CCN(/N=C/c2ccc(O)cc2O)CC1 the results were Mtb UGM inh -1.2, TcdB GH inh 0.5, Mtb BioA inh -0.1, GDH-TPI counter 5.4, FadD28 binding -2.9, Vc quorum ag 1.5, Y pestis TopoI 1.0, PfHsp40 yeast 0.5 and FBA Mtb inh 1.0.
For Nc1nc2n(n1)C(c1ccc(Cl)cc1)CC(c1ccc(F)cc1)N2 (configuration not stated) the results were Mtb UGM inh 1.2, TcdB GH inh 1.2, Mtb BioA inh -0.8, GDH-TPI counter -15.8, FadD28 binding -4.3, Vc quorum ag -0.2, Y pestis TopoI -7.3, PfHsp40 yeast -0.6 and FBA Mtb inh -0.2.
`CCOc1ccccc1NC(=O)COC(=O)C1CCC1` gave Mtb UGM inh 3.3, TcdB GH inh 1.7, Mtb BioA inh 0.9, GDH-TPI counter 2.1, FadD28 binding -0.7, Vc quorum ag inactive, Y pestis TopoI 7.0, PfHsp40 yeast -0.1 and FBA Mtb inh 1.2.
